# Screening data deposited in PubChem BioAssay by National Center for Advancing Translational Sciences (NCATS).
# HEK293 tox: qHTS of GLP-1 Receptor Inverse Agonists: Cytotox Screen; HEK293 cAMP-luciferase reporter cells, luminescence, 24 h; Potency, µM (doses to about 38.3 µM), for inactives: at the highest dose activity change, negative = inhibition, usual class: inhibitors; hit rate 0.13% among 410,000; AID 624418, 2012;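 further: loss of luciferase light is scored as toxicity; potency means the concentration at half of the fitted maximal effect; on the % scale 0 is the no-effect control and ±100 the full control effect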
#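 Luminescence readout: signal drop marks cytotoxicity. Plated cells grew 12 h at 37 °C, 5% CO2, received 23 nL compound for 24 h, then got luciferase reagent, read after 12 min at RT.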
# PI5P4K alpha inh: qHTS for Inhibitors of phosphatidylinositol 5-phosphate 4-kinase (PI5P4K); Phosphatidylinositol 5-phosphate 4-kinase type-2 alpha (Homo sapiens), P48426; PI5P4Kalpha enzyme, ADP-Glo luminescence, 60 min; active compounds read low; max response, %; hit rate 1.2% among 330,000; active means max response of -50% or lower; inconclusive means between -30% and -50%; inactive means -30% or higher; further: value at the top dose of about 77 µM; on the % scale 0 is the no-effect control and ±100 the full control effect
#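 Quantitative HTS of the MLSMR library against PI5P4Kalpha with substrate. ATP added last at 5 microM final; room temperature, 60 minutes. Remaining ATP depleted, ADP converted and read as luminescence.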
# PTHR1 ag: qHTS for PTHR1 Agonists: Primary Screen; HEK293 GP2 PTHR1 cells, GloSensor cAMP luminescence, 1 h; Potency, µM (titrated, usually from 115 µM), for the others: at the top dose activation, usual class: activators; hit rate 0.075% among 410,000; AID 743266, 2014; further: potency means the concentration at half of the fitted maximal effect; nearly all actives have a fitted effect of over 55% in size; some results filed as inactive show a strong effect at the top dose; inactives centre near -15; many of its hits are not listed in these tables
# Target sequence (Q03431 whole entry, looked up): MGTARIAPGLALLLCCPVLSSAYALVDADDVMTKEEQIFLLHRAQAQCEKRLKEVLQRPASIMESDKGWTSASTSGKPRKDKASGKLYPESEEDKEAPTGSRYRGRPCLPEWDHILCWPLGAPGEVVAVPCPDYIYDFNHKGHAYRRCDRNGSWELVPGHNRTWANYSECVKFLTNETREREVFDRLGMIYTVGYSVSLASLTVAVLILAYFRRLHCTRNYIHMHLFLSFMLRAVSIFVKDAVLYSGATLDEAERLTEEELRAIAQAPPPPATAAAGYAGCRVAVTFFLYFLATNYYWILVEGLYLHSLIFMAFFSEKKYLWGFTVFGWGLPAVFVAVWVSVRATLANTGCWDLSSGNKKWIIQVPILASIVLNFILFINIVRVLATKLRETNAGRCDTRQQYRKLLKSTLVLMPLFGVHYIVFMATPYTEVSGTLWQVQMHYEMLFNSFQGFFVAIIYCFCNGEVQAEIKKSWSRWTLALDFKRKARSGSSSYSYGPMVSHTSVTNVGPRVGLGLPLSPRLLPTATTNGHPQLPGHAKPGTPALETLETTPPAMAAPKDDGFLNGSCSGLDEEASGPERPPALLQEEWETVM
#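 HEK-293-derived GP2 cells expressing PTHR1 and a GloSensor cAMP reporter, 3,000/well, plated overnight, given luciferin plus IBMX (each 0.5 mM as added) for 1 h at 37 °C, then compound for 1 h at 37 °C. Luminescence was read after 15 min at room temperature.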
# EPAC1 antag: qHTS for Antagonist of cAMP-regulated guanine nucleotide exchange factor 3 (EPAC1): primary screen; Rap guanine nucleotide exchange factor 3 (Homo sapiens), O95398; EPAC1 GEF assay, Rap1b-BODIPY-GDP exchange fluorescence; Potency, µM (titrated, usually from 115 µM), without a hit: at the top dose activity change, negative = inhibition, hits mostly inhibitors; hit rate 0.14% among 360,000;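 further: potency means the concentration at half of the fitted maximal effect; plate controls were vehicle for no effect and positive control for full effect; nearly all actives have a fitted effect of over 50% in size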
# IL2 activator: qHTS of IL-2 Activators; hit rate 0.065% among 360,000; activation, % (series mostly up to about 46 µM); IL-2 activation reporter assay, cell-based qHTS; stimulated with anti-CD3/CD4/CD28 beads; in transgenic mouse T cells; in the data active means activation above about 50%; inconclusive means mostly about 30% to 49%; further: 0% is about no effect
#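 Readout is EGFP and DsRed signal by fluorescent plate cytometry after 18 h at 37 degrees C. Transgenic mouse T cells (750/well) received compound for 60 min before bead stimulation (anti-CD3, anti-CD4, anti-CD28); memory T cells served as non-tolerant control.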
# GLP-1R agonist: qHTS of GLP-1 Receptor Agonists; Glucagon-like peptide 1 receptor (Homo sapiens), P43220; HEK293 GLP-1R CRE-luciferase, luminescence, 4-6 h; cells express a hypersensitive GLP-1R form; Potency, µM (doses to about 45.6 µM), for the others: at the top dose activation, usual class: activators; hit rate 0.007% among 380,000; further: potency means the concentration at half of the fitted maximal effect; % of control where 0% means no effect
# Target sequence (P43220 whole entry, looked up): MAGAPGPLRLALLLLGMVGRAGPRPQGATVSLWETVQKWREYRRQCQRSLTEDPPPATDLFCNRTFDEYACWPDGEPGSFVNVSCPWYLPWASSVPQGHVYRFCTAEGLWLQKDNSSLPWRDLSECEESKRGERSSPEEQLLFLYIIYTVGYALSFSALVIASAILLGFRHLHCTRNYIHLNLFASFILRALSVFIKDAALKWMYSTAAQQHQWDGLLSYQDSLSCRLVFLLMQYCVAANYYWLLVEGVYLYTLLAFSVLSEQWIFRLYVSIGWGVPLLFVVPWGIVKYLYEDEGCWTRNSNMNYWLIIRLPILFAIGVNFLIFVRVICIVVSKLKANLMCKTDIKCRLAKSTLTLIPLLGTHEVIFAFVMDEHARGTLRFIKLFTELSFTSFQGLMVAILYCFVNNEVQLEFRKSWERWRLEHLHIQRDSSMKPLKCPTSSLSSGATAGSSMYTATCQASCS
# PLK1 PBD inh: qHTS for Inhibitors of PLK1-PDB (polo-like kinase 1 - polo-box domain): Primary Screen | Serine/threonine-protein kinase PLK1 (Homo sapiens), P53350 | Potency, µM, without a hit: max response, negative = inhibition, most hits filed as inhibitors | Plk1 PBD binding of FITC phosphopeptide, fluorescence polarization | hit rate 2.8% among 360,000; further: potency means the concentration at half of the fitted maximal effect; series mostly up to about 57 µM; on the % scale 0 is the no-effect control and ±100 the full control effect; nearly all actives have a fitted effect of over 65% in size
# GLP-1R inv ag: qHTS of GLP-1 Receptor Inverse Agonists (Inhibition Mode); hit rate 1.6% among 410,000; HEK293 GLP-1R CRE-luciferase, luminescence, 24 h; GLP-1R form is constitutively active; Glucagon-like peptide 1 receptor (Homo sapiens), P43220; Potency, µM (titrated, usually from 38.3 µM), inactives show top-dose activity change, negative = inhibition, hits mostly inhibitors; further: potency means the concentration at half of the fitted maximal effect; on the % scale 0 is the no-effect control and ±100 the full control effect; nearly all actives have a fitted effect of over 55% in size
#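 Using stably transfected HEK293 (constitutively active GLP-1R, cAMP-luciferase reporter), compounds were incubated 24 hr and luciferase measured by luminescence.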
# EPAC1 ag: qHTS for Agonist of cAMP-regulated guanine nucleotide exchange factor 3 (EPAC1): primary screen. Potency, µM (series often up to 154 µM), inactives show at the highest dose activation, actives largely listed as activators. EPAC1 agonist qHTS, biochemical assay; response scale: 100% = response to 6.5 mM cAMP. Rap guanine nucleotide exchange factor 3 (Homo sapiens), O95398. hit rate 0.073% among 360,000; further: potency means the concentration at half of the fitted maximal effect; nearly all actives have a fitted effect of over 60% in size
#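 Normalized to 6.5 mM cAMP, activity reflects EPAC1-catalysed release of BODIPY-GDP from Rap1B, followed kinetically over 30 min at 480 nm excitation, 540 nm emission. Reaction contained 100 nM EPAC1, 250 nM Rap1B-BODIPY-GDP, 50 uM GDP.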
# Numbers without * were called inactive; i = inactive; ? = inconclusive; nt = no result given; & = joins results of further samples; [ ] = remark or other dose. Unless noted, the call rests on the fitted dose curve; in most records, active means well fitted curve in the direction sought with a large enough effect; inconclusive means small, poorly fitted or top-dose-only effect, or another doubt; inactive means no such curve, though single readings can be large; an effect the other way counts as inactive or inconclusive. An excerpt, so the mix of outcomes need not match the whole.
# Screens in order: HEK293 tox	PI5P4K alpha inh	PTHR1 ag	EPAC1 antag	IL2 activator	GLP-1R agonist	PLK1 PBD inh	GLP-1R inv ag	EPAC1 ag
- O=C(CF)NC(NC(=S)Nc1cccc([N+](=O)[O-])c1)C(Cl)(Cl)Cl (stereo not given)
  -10%	-4	0%	-8%	-3.2	-4%	-20%	?	12%
- CCC1C(c2cc(OC)c(OC)c(OC)c2)c2cc3c(cc2OC1N1CCCC1)OCO3 (stereo not given)
  -42%	-2	i	-14%	0.0	8%	3%	?	6%
- Cc1nccn1Cc1ccc(Cl)nc1
  13%	-6	-2%	-25%	0.4	0%	-17%	22%	6%
- O=c1c2ccccc2[nH]c(=S)n1-c1cccc(Cl)c1
  -18%	-8	-8%	4%	-2.2	3%	-19%	-3%	-10%
- COc1cc(/C=C(/C)[N+](=O)[O-])ccc1OCc1ccccc1Cl
  ?	1	-29%	?	-2.2	-8%	2.4µM*	7.1µM*	-2%
- O=C(Cc1c(Cl)cccc1Cl)N1CCN(Cc2ccccc2)CC1
  5%	4	21%	5%	-0.5	7%	-14%	?	-8%
- CCOC(=O)c1ccc(NC(=O)CSc2nc3c(cc2C#N)N2CCC3CC2)cc1
  0%	nt	-42%[inhibitor]	nt	nt	0%	nt	11%	nt
- CN1CCN(c2ccc(NC(=O)Oc3ccccc3)cc2)CC1
  -12%	-1	-7%[57.5 µM]	-1%	-2.6	0%	-9%	4%	9%
- C[C@H](NC(=O)N1C[C@H]2C[C@@H](C1)c1cccc(=O)n1C2)C(=O)Nc1ccccc1F
  3%	2	i	-4%	-0.3	0%	-6%	-10%	-16%
- Cc1cc(OCc2nn[nH]n2)c2c3c(c(=O)oc2c1)CCC3
  -13%	nt	i	0%	-0.4	-7%	-1%	3%	-3%
- Cc1oc(-c2cccc(Cl)c2)nc1CN1CCCC(C(=O)NC(C)c2ccc3c(c2)OCCO3)C1 (stereo not given)
  ?	0	-94%[inhibitor]	?	-1.9	-2%	-8%	?	-10%
- COC(=O)C(O)(c1cn(C)c2ccccc12)C(F)(F)F (stereo not given)
  2%	8	i	9%	0.4	-1%	-2%	9%	-7%
- CN(Cc1ccccc1)C(=O)c1ccc(Nc2nc(C(N)Cc3ccc(C(F)(F)F)cc3)cs2)nc1 (stereo not given)
  ?	-17	-21%	-21%	-0.8	-8%	4%	?	-12%
- CCOC(=O)C1SC2(C(F)F)CC1(O)c1c(c(OC)c3occc3c1OC)O2 (stereo not given)
  11%	nt	?	-24%	2.9	10%	-4%	43%[activator]	0%
- Fc1ccc(N2CCN(Cc3ccc4c(c3)OCO4)CC2)cc1
  0%	nt	-17%	3%	-1.4	-1%	-2%	7%	2%
- Cc1nn(Cc2ccccc2)c(C)c1C(=O)O
  -13%	-1	i	-5%	-1.4	7%	-4%	1%	-1%
- O=C(Nc1ccccc1)Oc1ccccc1N1CCOCC1
  ?	-1	i	14%	-2.1	0%	-9%	-12%	3%
- Cc1ccc(-c2nc3ccc(C)cn3c2CC(=O)N(C)C)cc1
  6%	-6	19%	-9%	0.7	-2%&5%	-14%	-3%	-25%
- CC(C)CC[n+]1ccn(C2=C([O-])c3ccccc3C(=O)/C2=N\S(=O)(=O)c2ccccc2)c1
  ?	nt	i	-7%	1.5	-4%	-6%	-2%	3%
- N#C/C(=C\c1ccc(N2CCCCC2)c([N+](=O)[O-])c1)c1nn(-c2ccccc2)c(N)c1C#N
  12%	1	-35%[inhibitor]	-6%	-0.3	9%	-15%	17%	8%

# An excerpt from above in order of molar mass, rising:
# Screens in order: HEK293 tox	PI5P4K alpha inh	PTHR1 ag	EPAC1 antag	IL2 activator	GLP-1R agonist	PLK1 PBD inh	GLP-1R inv ag	EPAC1 ag
- CN1CCN(c2ccc(NC(=O)Oc3ccccc3)cc2)CC1
  -12%	-1	-7%[57.5 µM]	-1%	-2.6	0%	-9%	4%	9%
- O=C(CF)NC(NC(=S)Nc1cccc([N+](=O)[O-])c1)C(Cl)(Cl)Cl (stereo not given)
  -10%	-4	0%	-8%	-3.2	-4%	-20%	?	12%
- CC(C)CC[n+]1ccn(C2=C([O-])c3ccccc3C(=O)/C2=N\S(=O)(=O)c2ccccc2)c1
  ?	nt	i	-7%	1.5	-4%	-6%	-2%	3%
- CN(Cc1ccccc1)C(=O)c1ccc(Nc2nc(C(N)Cc3ccc(C(F)(F)F)cc3)cs2)nc1 (stereo not given)
  ?	-17	-21%	-21%	-0.8	-8%	4%	?	-12%

# Carrying on:
# Screens in order: HEK293 tox	PI5P4K alpha inh	PTHR1 ag	EPAC1 antag	IL2 activator	GLP-1R agonist	PLK1 PBD inh	GLP-1R inv ag	EPAC1 ag
- CC1=CC(=C2C(=O)NC(=O)NC2=O)C=C(C(F)(F)F)N1C(C)C
  2%	-14	28µM*	1%	-1.4	7%	0%	39%[activator]	4%
- Cc1ccccc1C(=O)N1Cc2ccccc2-n2nncc2C1
  -6%	1	-15%	4%	-0.2	-5%	1%	14%	-7%
- COc1cccc(N(C(=O)CCl)C(C(=O)NCCc2ccccc2)c2cccs2)c1 (stereo not given)
  ?	-4	-62%[inhibitor]	-2%	-0.8	-36%[inhibitor]	-5%	?	2%
- O=C(Cn1nc(-c2ccc(Cl)cc2)ccc1=O)N1CCC2(CC1)OCCO2
  -7%	-4	-3%	-14%	-0.5	-3%	-13%	?	15%
- O=C(N1CCCCCC1)N1CC1
  5%	7	i	-13%	0.6	-4%	-9%	11%	6%
- COc1ccc(OCC(=O)Nc2ccc(OC)c(S(=O)(=O)N3CCCCC3)c2)cc1
  ?	-4	-42%[inhibitor]	3%	-3.3	5%	-6%	?	11%
- CCN(C(=O)COC(=O)C(O)(c1ccccc1)c1ccccc1)c1c(N)n(Cc2ccccc2)c(=O)[nH]c1=O
  -1%	-1	i	7%	3.4	7%	-4%	20%	10%
- COC(=O)c1ccccc1OP(=O)(c1cccc([N+](=O)[O-])c1)c1cccc([N+](=O)[O-])c1
  14%	-4	-19%	2%	-0.4	-2%	-7%	23%	9%
- CCC1(O)CCC2C3CCC4=CC(=O)CCC4C3CCC21CC (stereo not given)
  -17%	1	-24%	-11%	-0.6	5%	2%	13%	-7%
- COC(=O)C1=C(c2ccccc2OCc2ccccc2)C[C@@H]2CC[C@H]1N2C(=O)NCc1ccc(C(F)(F)F)cc1
  -11%	1	-9%	-28%	-3.6	1%	-100%	?	-10%
- CN1CCN(Cc2cn(C)c3ccccc23)CC1CCO (stereo not given)
  -2%	1	3%	4%	-1.1	0%	-6%	?	6%
- CCOP(=O)(Nc1ccc2c(c1)C(=NNC(N)=S)c1ccccc1-2)OCC
  13µM*	-14	-6%	?	-0.1	-2%	27µM*	?	4%
- O=C(NC[P+](=O)O)OCc1ccccc1
  4%	2	i	14%	0.1	-2%	0%	11%	1%
- C=C1C(C)C2C(Cc3ccccc3)NC(=O)C23C(OC(C)=O)C=CC(C)(O)CC(C)CC=CC3C1O (stereo not given)
  -30%	0	i	13%	-2.3	20%	2%	78%[activator]	8%
- Cn1c(O)c(C2=NNC(c3ccc(Cl)cc3)C2)c(=O)n(C)c1=O (stereo not given)
  2%	-6	-23%	-3%	-4.6	1%	-1%	13%	0%
- Cn1cc(C=C2C(=O)NC(=O)NC2=O)c2ccccc21
  5%	-24	-22%	-29%	8.2	6%	24µM*	66%[activator]	13%
- COc1ccccc1C(=O)Nc1ccc2c(c1)CC1(C(=O)N(C)C(=O)N(C)C1=O)C1CCCN21 (stereo not given)
  -4%	-2	-14%	?	-0.7	2%	-25%	9%	-2%
- CCS(=O)(=O)NCc1nnc2n1-c1ccc(Br)cc1C(c1ccccc1Cl)=NC2
  -1%	-1	-15%	2%	-0.1	0%	-10%	-10%	1%
- Cc1ccc(OCC(=O)N2CCN(Cc3ccc4c(c3)OCO4)CC2)cc1
  -4%	-8	-41%[inhibitor]	?	-0.9	4%	?	?	7%
- Cc1c(C(c2ccc(O)cc2)c2c(O)c3ccccc3oc2=O)c(=O)n(-c2ccccc2)n1C (stereo not given)
  3%&-2%	12	-11%&-8%	-2%	-2.5	0%	-2%	0%&1%	-2%

# More entries follow:
canonical_smiles | HEK293 tox | PI5P4K alpha inh | PTHR1 ag | EPAC1 antag | IL2 activator | GLP-1R agonist | PLK1 PBD inh | GLP-1R inv ag | EPAC1 ag
COC(=O)c1ccccc1NC(=O)c1cccn(Cc2cccc(Cl)c2)c1=O | 11% | nt | -21% | nt | nt | 8% | nt | ? | nt
N#C/C=C/C#N | -11% | -7 | -23% | 3% | -0.6 | -4% | -9% | -11% | -22%
Cc1nc(N2N=C3/C(=C/c4ccc(F)cc4)CCCC3C2c2ccc(F)cc2)sc1C(=O)N(C)C (stereo not given) | 410%[activator] | -10 | -21% | -5% | -0.3 | -4% | 3% | 10µM* | 11%
COc1ccc(NC2=NCCCS2)cc1OC | -3% | 0 | i | 5% | 1.8 | 8% | -7% | 3% | 6%
CC(=O)C1CCC2C3C(N4CC4)CC4=CC(=O)CCC4(C)C3CCC12C (stereo not given) | -2% | -1 | i | 2% | -0.1 | 1% | -8% | 17% | -2%
Cn1c(=O)[nH]c2nncnc2c1=O | 10% | -23 | i | -26% | -1.9 | -8% | -9% | -41% | -3%
